# LYPLA1 counter – blocks human lysophospholipase 1, a PME1 counter-screen; O75608; recombinant LYPLA1, FP-Rh probe fluorescence polarization; inhibition, % at 5.9 µM; 320,000 tested, 0.16% active;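 active = inhibition above the mean of all tested compounds plus 3 SD, set per campaign, cut at about 14% in these data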;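 also: inhibitors block serine hydrolase probe labeling of LYPLA1 so polarization falls; 0% = enzyme with DMSO and 100% = wells lacking LYPLA1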
# Target sequence (O75608 whole entry, looked up): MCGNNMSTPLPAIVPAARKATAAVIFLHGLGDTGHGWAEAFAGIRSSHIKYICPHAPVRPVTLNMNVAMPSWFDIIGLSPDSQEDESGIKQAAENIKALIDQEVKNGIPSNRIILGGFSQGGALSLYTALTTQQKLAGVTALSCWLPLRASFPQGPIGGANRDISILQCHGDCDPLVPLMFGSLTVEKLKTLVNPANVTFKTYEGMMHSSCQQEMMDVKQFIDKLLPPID
# pPAFAH inh – inhibitors of human plasma PAF acetylhydrolase (pPAFAH) | Q13093 | 330,000 tested, 1.5% active | AID 463082 | recombinant pPAFAH, FP-rhodamine probe fluorescence polarization | inhibition, % at 3.39 µM;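 active = inhibition above the mean inhibition across the screen plus 3 SD, cut at about 25% in these data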;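 also: inhibitors block binding of the rhodamine activity-based probe so polarization drops; 0% = enzyme with DMSO and 100% = wells lacking pPAFAH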
# PAFAH2 FP inh – inhibitors of human PAFAH2. recombinant PAFAH2, FP-rhodamine activity probe, fluorescence polarization. inhibition, % at 3.39 µM. 340,000 tested, 0.99% active. AID 492956;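 active = inhibition above the mean over all tested compounds plus 3 SD, cut at about 30% in these data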;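 also: inhibitors block probe labeling of enzyme so polarization drops; 0% = enzyme with DMSO and 100% = wells lacking PAFAH2 protein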
# EBNA-1 inhibitor – blocks EBNA-1 binding to DNA; 300,000 tested, 0.34% active; inhibition, % at 14.8 µM; AID 1950; EBNA-1 DNA binding, fluorescence polarization; in the data active = inhibition above about 28%
# PAFAH1B2 inh – inhibitors of human PAFAH1B2 | P68402 | recombinant PAFAH1B2, FP-rhodamine activity probe, fluorescence polarization | inhibition, % at 3.39 µM | 340,000 tested, 1.2% active | AID 492953;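 active = inhibition above the mean of all tested compounds plus 3 SD, cut at about 24% in these data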;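 also: 0% = enzyme with DMSO and 100% = wells lacking PAFAH1B2; many of its hits are not listed in these tables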
# ZTA counter – ZTA (EBV) inhibition in EBNA-1 counter-screen; P03206; ZTA-DNA binding, fluorescence polarization; inhibition, % at 11 µM; 320,000 tested, 0.15% active; AID 2234; in the data active = inhibition above about 33%
# Target sequence (P03206 whole entry, looked up): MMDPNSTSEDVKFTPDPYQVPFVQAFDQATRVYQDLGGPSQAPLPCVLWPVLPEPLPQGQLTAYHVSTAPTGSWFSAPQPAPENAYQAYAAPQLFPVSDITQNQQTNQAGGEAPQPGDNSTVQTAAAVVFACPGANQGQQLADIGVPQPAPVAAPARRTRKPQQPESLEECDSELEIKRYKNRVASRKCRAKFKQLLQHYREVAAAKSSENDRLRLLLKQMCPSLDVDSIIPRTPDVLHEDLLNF
# PREPL inh – inhibits the human prolyl oligopeptidase-like enzyme. 320,000 tested, 0.68% active. recombinant PREPL, fluorescence polarization activity-based probe. inhibition, % at 5.96 µM. AID 2751; in the data active = inhibition above about 43%;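 also: 0% = enzyme with DMSO and 100% = wells lacking enzyme; many of its hits are not listed in these tables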
# LYPLA2 inh – blocks human lysophospholipase 2, a PME1 counter-screen | recombinant LYPLA2, FP-Rh probe fluorescence polarization | 320,000 tested, 0.38% active | AID 2177 | inhibition, % at 5.9 µM;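 active = inhibition above the screen-wide mean plus 3 SD, limit set per campaign, cut at about 26% in these data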;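 also: 0% = LYPLA2 with DMSO and 100% = wells lacking LYPLA2 enzyme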
# Target sequence (O95372 whole entry, looked up): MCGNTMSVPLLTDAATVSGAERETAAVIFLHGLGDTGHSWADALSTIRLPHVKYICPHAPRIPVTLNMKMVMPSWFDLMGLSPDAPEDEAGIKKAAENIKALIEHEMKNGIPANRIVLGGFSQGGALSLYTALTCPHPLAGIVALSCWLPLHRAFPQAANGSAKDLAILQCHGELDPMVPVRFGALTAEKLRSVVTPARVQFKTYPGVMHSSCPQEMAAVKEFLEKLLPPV
# PAFAH1B3 FP inh – inhibitors of human PAFAH1B3. recombinant PAFAH1B3, FP-rhodamine probe, fluorescence polarization. 340,000 tested, 0.28% active. AID 492972. inhibition, % at 3.39 µM;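 active = inhibition above the screen-wide average of all tested compounds plus 3 SD, cut at about 25% in these data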;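 also: 0% = enzyme with DMSO only and 100% = wells lacking PAFAH1B3 protein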
# Target sequence (Q15102 whole entry, looked up): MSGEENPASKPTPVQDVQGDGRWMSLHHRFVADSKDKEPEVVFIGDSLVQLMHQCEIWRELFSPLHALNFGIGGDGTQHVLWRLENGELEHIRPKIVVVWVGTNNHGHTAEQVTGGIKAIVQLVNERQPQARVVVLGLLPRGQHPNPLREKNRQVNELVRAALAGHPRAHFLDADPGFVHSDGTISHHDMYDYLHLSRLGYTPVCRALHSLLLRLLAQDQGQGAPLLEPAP
# Numbers without * were called inactive; x = not tested or not shown. An excerpt, so the mix of outcomes need not match the whole.
SMILES,LYPLA1 counter,pPAFAH inh,PAFAH2 FP inh,EBNA-1 inhibitor,PAFAH1B2 inh,ZTA counter,PREPL inh,LYPLA2 inh,PAFAH1B3 FP inh
CC1CN(C(=O)COC(=O)c2cc(=O)c3ccccc3o2)CC(C)O1 (stereo not given),3,-1,-2,-1,5,-16,18,1,9
Cc1csc(NC(=O)c2cc(C)oc2C)n1,0,3,8,8,-3,-12,9,1,9
COc1ccc(C2CCN(Cc3cccnc3)CC2O)cc1 (stereo not given),-3,0,-4,-3,2,-3,21,-3,4
Cc1ccc(-c2csc(N3CCC[C@@H]3C(=O)NCCn3c(C(F)(F)F)nc4ccccc43)n2)cc1,-1,8,-9,9,6,12,16,-3,12
COc1cc2c(cc1NC(=O)CN1CCN(S(=O)(=O)c3ccc(C)cc3)CC1)oc1ccccc12,4,2,-8,-19,2,-1,16,4,-3
CCN(CC1CCCN(CCc2cccc(OC)c2)C1)C(=O)c1ccoc1 (stereo not given),-4,8,-1,4,0,-12,3,-1,6
Cc1ccc(Cc2nc(-c3cccc(C)c3)no2)cc1,4,2,0,5,9,-6,10,4,8
CC(C)C(NC(=O)c1c(F)cccc1F)C(=O)OCN1C(=O)c2ccccc2C1=O (stereo not given),2,-3,7,x,2,-10,6,2,8
CC[C@]12c3[nH]c4cc(CCC(=O)N(C)C)ccc4c3CCN1C(=O)[C@@H](CC(=O)NCC13CC4CC(CC(C4)C1)C3)C[C@@H]2C(=O)N1CCN(C(=O)c2ccco2)CC1,x,11,2,x,9,x,x,x,9
COCCNC(=O)C(C)N1c2cccc3cccc(c23)S1(=O)=O (stereo not given),5,-3,-7,-15,-6,0,8,4,10

# Shown field by field: 2 of the compounds above.
> CC(C)C(NC(=O)c1c(F)cccc1F)C(=O)OCN1C(=O)c2ccccc2C1=O (stereo not given)
- LYPLA1 counter = 2
- pPAFAH inh = -3
- PAFAH2 FP inh = 7
- EBNA-1 inhibitor = x
- PAFAH1B2 inh = 2
- ZTA counter = -10
- PREPL inh = 6
- LYPLA2 inh = 2
- PAFAH1B3 FP inh = 8
> COc1cc2c(cc1NC(=O)CN1CCN(S(=O)(=O)c3ccc(C)cc3)CC1)oc1ccccc12
- LYPLA1 counter = 4
- pPAFAH inh = 2
- PAFAH2 FP inh = -8
- EBNA-1 inhibitor = -19
- PAFAH1B2 inh = 2
- ZTA counter = -1
- PREPL inh = 16
- LYPLA2 inh = 4
- PAFAH1B3 FP inh = -3

# Quoted from the listing.
# pPAFAH inh, COc1cc2c(cc1NC(=O)CN1CCN(S(=O)(=O)c3ccc(C)cc3)CC1)oc1ccccc12 : 2
# pPAFAH inh, CC(C)C(NC(=O)c1c(F)cccc1F)C(=O)OCN1C(=O)c2ccccc2C1=O (stereo not given) : -3

# More records.
SMILES,LYPLA1 counter,pPAFAH inh,PAFAH2 FP inh,EBNA-1 inhibitor,PAFAH1B2 inh,ZTA counter,PREPL inh,LYPLA2 inh,PAFAH1B3 FP inh
CC(C)(C)C1=Nn2c(nnc2-c2ccccn2)SC1,2,-2,4,3,7,15,11,0,10
Cc1ccnc(NS(=O)(=O)c2ccc(NC(=O)Cc3ccc(Br)cc3)cc2)n1,-1,16,7,15,5,5,-1,-4,18
CN(C)c1ccc(/C=N/n2ncc3ccccc32)cc1,0,1,3,10,2,-14,15,1,1
COc1ccccc1CNC(=O)C1CCC(=O)N(CCCc2ccccc2)C1 (stereo not given),6,9,9,-8,2,-12,6,0,1
O=C(c1ccc(=O)[nH]n1)N1CCc2ccccc2C1,0,7,-3,0,-3,3,5,1,7
Cc1ccc(NC2OC(C(O)CO)C(O)C2O)cc1[N+](=O)[O-] (stereo not given),-5,-2,-19,3,4,10,-4,-7,9
CN(C)c1ccc(/C=c2\sc3n(c2=O)CCCN=3)cc1,5,8,2,-2,1,2,31,0,-1
COc1cccc(N2CCN(C(=O)c3ccc(CS(=O)Cc4ccc(Cl)cc4)o3)CC2)c1 (stereo not given),-1,11,8,-17,3,-14,34,-4,-1
Cc1cc(C(=O)CCC(=O)N2CCN(c3ccccc3F)CC2)c(C)s1,0,4,10,-13,7,-18,-9,-2,7
Nc1nc(-c2cc(Cl)cc(Cl)c2OC(F)F)cs1,-1,1,-2,-5,9,17,-1,0,8
CCOC(=O)c1sc(NS(=O)(=O)c2ccc(C)cc2)nc1C,-1,-12,2,-5,-6,15,5,-2,-3
COCC1CCCN(C(=O)c2cc(COc3cncc(Cl)c3)on2)C1 (stereo not given),-3,-1,0,-9,7,-11,2,4,10
COc1ccc(NC(=O)CC2(CC(=O)O)CCCC2)cc1,-1,-1,5,-6,3,0,2,-2,8
CCC1CCCCN1C(=O)COc1ccc(S(=O)(=O)N2CCOCC2)cc1Cl (stereo not given),1,4,4,x,-3,-14,14,6,-2
Cc1nn(-c2ccccc2)c(C)c1/C=N/NC(=O)CSc1nnc(SCc2ccc(Cl)cc2)s1,-14,-1,-38,15,-13,-12,-19,-24,-23
COc1ccc(-c2noc(CN(C)S(=O)(=O)c3ccc(Cl)cc3)n2)cc1OC,2,-2,2,-5,0,6,-7,19,-1
Cc1cc(-c2cc(-c3ccc(Cl)cc3)on2)nc(NC2CCCC2)n1,-8,-3,-3,-7,1,0,-1,-4,-2
CCN(CC)S(=O)(=O)c1ccc(/C=C/C(=O)OCC(=O)N(C(C)C)C(C)C)cc1,-2,7,7,10,3,16,-7,-4,8
CCOC(=O)C1=C(c2ccccc2)Nc2ncnn2C1c1cccc(OC)c1OC (stereo not given),-3,3,-2,-13,-2,0,19,8,2
COc1ccccc1N(CN1CCCC1=O)C(=O)c1c(F)cccc1Cl,-2,-2,-7,-6,-4,-5,-5,1,3
Nc1nnc(SCc2ccc3c(c2)OCO3)s1,0,6,2,-11,3,-14,-3,7,6
CCOc1ccc(NC2=NCC(=O)N2CCc2ccccc2)cc1,0,-2,-5,-2,0,6,-1,6,4
Cc1cc(C)n(-c2ccc(C(=O)C(C#N)c3nc4ccccc4n3C)cc2)n1 (stereo not given),2,3,-2,12,-3,-17,11,7,0
N#CC1=C(N)C(C#N)(C#N)C(c2ccncc2)C2CN(C(=O)OCc3ccccc3)CC=C12 (stereo not given),6,6,15,-14,4,-5,27,13,0
Cc1cc(C(=O)COC(=O)c2ccncc2)c(C)n1CCc1ccc(F)cc1,1,12,4,-10,-2,13,5,14,5
Cc1cc(C)nc(SCc2n[nH]c(=S)n2C)n1,-2,5,3,6,-4,10,-2,7,5
CCOCCCNC(=O)C1(O)c2cc(Br)ccc2NC(=O)N1c1cccc(OC)c1 (stereo not given),0,-3,-2,-21,1,-2,2,-10,5
COc1cc2oc(=O)c3c(c2cc1OCC(=O)c1c(C)n(C)c2ccccc12)CCCC3,6,3,-2,5,1,-9,15,9,-8
CC(OC(=O)Cc1n[nH]c(=O)c2ccccc12)C(=O)Nc1ccccc1[N+](=O)[O-] (stereo not given),-1,0,-2,5,-1,-3,5,0,7
CC(=O)N1CCN(Cc2nc3cc(NC(=O)Nc4ccccc4)ccc3n2C)CC1,-5,2,-9,-6,1,-9,7,-10,5
CN1CCC(=NNC(=O)CN(c2cccc(Cl)c2)S(C)(=O)=O)CC1,-2,-4,3,-1,-1,15,-6,1,-1
COCCn1c(SCC(=O)NNC(=O)c2cc(Cl)ccc2OC)nnc1-c1ccncc1,-4,5,1,x,2,9,17,0,19
Cc1noc(C)c1S(=O)(=O)N(C)C[C@H]1Oc2ccc(NS(=O)(=O)c3cn(C)cn3)cc2C(=O)N([C@H](C)CO)C[C@@H]1C,x,-2,3,x,2,x,15,x,6
CSc1n[nH]c(-c2ccc(C(F)(F)F)cc2)n1,1,0,-8,-2,6,2,-4,-5,-4
CCCN1CCCc2cc(CN(CCCN3CCOCC3)C(=O)Nc3ccc(OCC)cc3)ccc21,1,10,-3,7,1,1,10,3,-1
CC1CCCCC1NC(=O)COC(=O)CNC(=O)c1cccc(F)c1 (stereo not given),4,11,1,4,1,5,0,2,6
O=C(NCc1ccccc1)c1ccc(Cn2cc(C(F)(F)F)ccc2=O)cc1,0,6,-1,9,3,-15,3,6,5
CCC(C)[C@H](NC(=O)NCCCN1CCOCC1)C(=O)OC (stereo not given in full),1,2,-2,13,-1,0,8,5,-3
CN(CC1CCCO1)S(=O)(=O)c1ccc(C(=O)Nc2nnc(-c3ccccc3)o2)cc1 (stereo not given),1,7,-1,7,6,0,-2,7,8
CNC(=O)N(O)C1N(/N=C/c2ccccc2OC)C(=S)SC1(C)C (stereo not given),-1,1,4,1,2,-24,-7,3,11
COc1ccccc1NC(=O)c1ccc(NS(C)(=O)=O)cc1,-3,-2,3,9,2,-10,-5,6,7
Cc1cccc(C)c1NC(=O)CNC(=O)c1ccc(N2CCCC2)c([N+](=O)[O-])c1,4,1,-6,x,6,-9,6,1,9
O=S(=O)(c1cccs1)N1CCC2(CC1)OCCO2,1,7,5,11,4,10,-1,5,6
CCn1cc(/C=C2/SC(=S)NC2=O)c(C)n1,-3,-7,0,-1,-3,-9,3,-3,10
COC(=O)CC(N)c1ccc(Br)cc1 (stereo not given),-2,-9,-4,-1,4,5,12,-2,4
COc1ccccc1Nc1ccc(C(=O)O)cc1[N+](=O)[O-],-1,2,1,-16,7,-13,24,-1,8
c1ccc2c(-c3c[nH]c4ccccc34)c3ccccc3nc2c1,-8,0,-6,-4,-2,19,-8,-11,1
O=C(Nc1ccccc1N1CCCC1)C1=COCCO1,2,0,3,x,2,-17,17,-4,6
O=Cc1c(F)cccc1N1CCCC1,-5,5,-6,6,1,16,3,-8,8
CC(C)[C@@H](CO)NC(=O)c1ccc2c3n(nc2c1)-c1ccccc1CO3,-4,-3,3,8,1,-18,0,-5,-4

# The listing continues.
SMILES,LYPLA1 counter,pPAFAH inh,PAFAH2 FP inh,EBNA-1 inhibitor,PAFAH1B2 inh,ZTA counter,PREPL inh,LYPLA2 inh,PAFAH1B3 FP inh
Cc1cccc(CCNS(=O)(=O)c2ccc(S(=O)(=O)N3CCCCC3)cc2)c1,0,-1,-1,7,2,-3,2,5,4
Cc1cccc(N=C2NC(=O)S/C2=C\c2ccco2)c1,-8,8,0,-5,0,-16,17,-4,-5
Cc1cc(C)cc(OCC(=O)N(C)CC(=O)Nc2ccc(Cl)c(C(F)(F)F)c2)c1,-12,20,-17,x,4,-18,7,-11,4
Cc1c(C(=O)N2CCN(c3ccccc3F)CC2)oc2c1C(=O)CC(C)(C)C2,2,4,1,1,-1,21,26,2,6
c1ccc(C(c2nnnn2Cc2ccco2)N2CCN(c3nc4ccccc4s3)CC2)cc1 (stereo not given),0,2,-1,16,4,4,44*,3,5
COc1ccc2[nH]c(=O)c(C(c3nnnn3C3CCCCC3)N3CCN(C)CC3)cc2c1 (stereo not given),2,4,-2,-6,1,-21,-31,-4,3
CC1(C)Cc2c(ccc3ccccc23)C(NNC(=O)c2cccnc2)=N1,4,5,-2,-4,1,-9,5,-5,5
CC(=O)c1cccc(OCCCOc2cccc3cccnc23)c1,-1,4,0,3,-2,4,2,-1,7
O=C(COC(=O)c1cccc(O)c1)Nc1ccc(N2CCOCC2)cc1,-1,1,8,x,0,-1,11,-2,8
COc1ccc(-c2nc(CS(=O)CC(=O)NCC3CCCO3)c(C)o2)cc1 (stereo not given),4,-4,-1,1,5,0,4,4,3
COc1cccc(C(=O)NCCNC(=O)c2cnccn2)c1,1,3,1,-2,3,4,-1,1,8
CCN(CC(=O)Nc1ccc(C)c(S(=O)(=O)N(C)C)c1)Cc1ccccc1,-2,4,7,6,8,0,1,-2,6
O=c1c(Cl)c(N2CCNCC2)cnn1C12CC3CC(CC(C3)C1)C2,-2,5,-4,10,6,25,-1,5,-1
Cn1c(=O)c2c(SC3CCCC3)nc(C3CC3)nc2n(C)c1=O,-3,-8,6,-12,2,2,6,-4,0
CC(C)(C)Nc1nc(SCC(=O)Nc2ccccc2Cl)nc(N2CCOCC2)n1,-1,-2,-6,1,4,8,-1,-2,-1
COc1ccc(N(CC(=O)NCc2ccccc2)S(=O)(=O)c2c(C)noc2C)cc1,1,-1,-8,-6,-1,-3,-16,-6,0
